# Source: PubChem (several laboratories)
# Fam108B counter: counter-screen for RBBP9 inhibitors: inhibitors of mouse Fam108B. recombinant Fam108B, FP-Rh probe fluorescence polarization. inhibition, % at 9.51 µM. 300,000 tested, 0.33% active. AID 1947;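 active = inhibition above the screen mean inhibition plus 3 SD, computed separately per campaign, cut at about 18% in these data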;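 note: inhibitors lower polarization as less probe binds the enzyme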
# GSTO1 counter: blocks human GSTO1 in RBBP9 counter-screen. P78417. inhibition, % at 5.96 µM. recombinant GSTO1, activity-based probe fluorescence polarization. 300,000 tested, 1.1% active;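 active = inhibition above the campaign mean inhibition plus 3 SD, cut at about 35% in these data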;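 note: 0% = GSTO1-1 with DMSO and 100% = wells lacking GSTO1-1 enzyme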
# PME-1 primary: blocks human protein phosphatase methylesterase 1; recombinant PME-1, FP-Rh probe fluorescence polarization; AID 2130; 320,000 tested, 0.53% active; inhibition, % at 5.9 µM;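 active = inhibition above the campaign mean of all compounds plus 3 SD, cut at about 26% in these data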;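 note: competitive labeling of PME-1 active site by serine hydrolase directed probe; 0% = PME-1 with DMSO and 100% = wells lacking PME-1 enzyme; inhibitors block probe labeling so polarization falls and inhibition rises; many of its hits are not listed in these tables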
# Target sequence (Q9Y570 whole entry, looked up): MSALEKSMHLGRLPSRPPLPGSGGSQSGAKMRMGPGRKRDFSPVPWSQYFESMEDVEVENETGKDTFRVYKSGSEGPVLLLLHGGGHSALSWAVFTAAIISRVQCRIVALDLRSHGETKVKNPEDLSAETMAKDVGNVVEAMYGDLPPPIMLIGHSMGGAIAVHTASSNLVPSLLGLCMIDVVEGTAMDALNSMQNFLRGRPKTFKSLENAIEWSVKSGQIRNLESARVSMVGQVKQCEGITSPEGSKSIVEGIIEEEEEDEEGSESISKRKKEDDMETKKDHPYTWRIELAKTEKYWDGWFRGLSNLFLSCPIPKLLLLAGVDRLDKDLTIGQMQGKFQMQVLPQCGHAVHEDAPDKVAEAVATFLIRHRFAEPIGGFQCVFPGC
# MEX-5 binding: C. elegans MEX-5 TCR-2 RNA binding activity | Q9XUB2 | 300,000 tested, 0.38% active | MEX-5/FITC-TCR2 RNA binding, fluorescence polarization; hits give low values | activity score (negative = inhibition of binding), % at 10 µM;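 active = inhibition past about -25% in most replicates, and total fluorescence under double the plate's negative control median, limit read from the data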;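 note: 0% = DMSO and -100% = 5 µM competing unlabeled TCR2 RNA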
# Target sequence (Q9XUB2 whole entry, looked up): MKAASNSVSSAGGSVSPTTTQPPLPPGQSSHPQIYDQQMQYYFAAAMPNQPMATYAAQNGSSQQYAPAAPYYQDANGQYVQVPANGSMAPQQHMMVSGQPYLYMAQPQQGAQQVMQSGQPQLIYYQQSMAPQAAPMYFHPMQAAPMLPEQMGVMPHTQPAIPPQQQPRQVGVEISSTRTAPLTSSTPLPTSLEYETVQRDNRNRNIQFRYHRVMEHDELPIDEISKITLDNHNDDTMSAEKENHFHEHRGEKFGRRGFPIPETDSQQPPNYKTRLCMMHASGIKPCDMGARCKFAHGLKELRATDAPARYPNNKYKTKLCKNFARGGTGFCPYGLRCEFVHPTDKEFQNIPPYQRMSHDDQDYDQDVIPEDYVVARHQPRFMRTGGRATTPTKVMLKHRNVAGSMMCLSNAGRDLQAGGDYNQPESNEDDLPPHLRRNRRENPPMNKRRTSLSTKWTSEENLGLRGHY
# TPT1 inhibitor: inhibitors of Candida albicans tRNA 2'-phosphotransferase TPT1 | recombinant caTPT1, FP RNA substrate dephosphorylation | inhibition, % at 5 µM | 300,000 tested, 0.81% active | AID 1962;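 active = inhibition above the mean of all tested compounds plus 3 SD, set per screening campaign, cut at about 24% in these data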;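 note: plate controls were DMSO alone for no effect and ferristatin control at 100 nM for full effect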
# GLD-1 TGE inh: GLD-1-TGE RNA interaction inhibition (C. elegans); Q17339; purified GLD-1 + fluorescein TGE RNA, fluorescence polarization; inhibition, % at 5.96 µM; 320,000 tested, 0.44% active; AID 2280;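 active = percent inhibition above a per-plate cutoff, the plate mean of test compounds plus 3 SD, cut at about 30% in these data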;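 note: 0% = DMSO wells with GLD-1 and probe and 100% = wells lacking GLD-1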
# Bcl-xL primary: inhibitors of human Bcl-xL. Q07817. GST-Bcl-xL / FITC-Bim BH3 peptide fluorescence polarization. inhibition, % at 10.9 µM. 320,000 tested, 0.7% active. AID 2129;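 active = inhibition above the mean of all tested compounds plus 3 SD, cutoff set per campaign, cut at about 30% in these data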;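 note: 0% = DMSO wells and 100% = unlabeled Bim-BH3 peptide competitor; inhibitors lower millipolarization by displacing the labeled peptide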
# Target sequence (Q07817 whole entry, looked up): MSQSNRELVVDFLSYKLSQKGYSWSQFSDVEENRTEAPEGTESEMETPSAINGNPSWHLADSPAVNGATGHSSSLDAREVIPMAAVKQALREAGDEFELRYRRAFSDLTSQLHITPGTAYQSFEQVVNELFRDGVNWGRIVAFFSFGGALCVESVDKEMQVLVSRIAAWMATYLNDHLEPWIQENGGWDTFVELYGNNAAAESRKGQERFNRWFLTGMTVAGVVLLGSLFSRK
# PAD4 inh: inhibitors of human PAD4; 330,000 tested, 0.41% active; recombinant PAD4, RCA probe fluorescence polarization; Q9UM07; inhibition, % at 6.36 µM; AID 485272;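 active = percent inhibition above a cutoff equal to the mean of all tested compounds plus 3 SD, cut at about 15% in these data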;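 note: 0% = PAD4 with RCA probe and DMSO and 100% = probe without PAD4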
# MCL1-BIM inh: inhibitors of human MCL1 binding to BIM-BH3 peptide; inhibition, % at 10.9 µM; GST-MCL1 / FITC-Bim-BH3 fluorescence polarization; 320,000 tested, 0.68% active; Q07820; AID 2057;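 active = inhibition above the mean inhibition of all tested compounds plus 3 SD, set per campaign, cut at about 40% in these data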;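 note: 0% = DMSO wells and 100% = unlabeled Bim-BH3 peptide control; higher means more loss of mP so more displacement of Bim peptide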
# The depositor's hits bear a star; . = not tested or not shown.
SMILES,Fam108B counter,GSTO1 counter,PME-1 primary,MEX-5 binding,TPT1 inhibitor,GLD-1 TGE inh,Bcl-xL primary,PAD4 inh,MCL1-BIM inh
CS(=O)(=O)N1CCC(Oc2cccc(C(=O)NCCCOc3cccnc3)c2)CC1,2,6,2,-1.5,2,8,4,2,17
Cc1ccc(NC(=O)CSc2nc(=O)n(CCCN3CCOCC3)c3c2CCCC3)c(C)c1,2,-4,-2,-0.7,66*,-23,-15,-6,-38
COc1ccc(C(=O)C(CO)Oc2ccccc2OC)cc1OC (configuration not stated),-1,3,6,0.3,-2,4,10,1,5
CCOc1ccccc1OCCCC(=O)NC1CCCc2ccccc21 (configuration not stated),3,2,0,3.2,-1,-2,-7,-7,-4
O=C(/C=C/Nc1cccc(F)c1)c1ccco1,-3,-4,-5,1.7,1,2,-1,-2,2
COc1ccc(-n2cc(CNCCCN3CCCC3=O)c(-c3ccccc3Cl)n2)cc1,2,-3,-2,1.3,0,7,7,3,16
COc1cc2nc(N(CCN(C)C)C(=O)c3ccc4ccccc4c3)sc2cc1OC,2,-3,-6,2.5,1,3,4,-5,5
Cc1cc(-c2nnc3n2N=C(c2ccccc2)CS3)n[nH]1,2,3,0,0.7,-5,1,2,2,3
COC(=O)c1sccc1-n1cccc1C(=O)C(=O)N1CCCC1,4,8,1,2.9,-5,7,1,-2,7
CC(C)Sc1nc2ccccc2[nH]1,3,1,-6,2.3,3,5,-2,-4,-5
CC(C(=O)Nc1ccc2[nH]c(=O)[nH]c2c1)N1CCN(Cc2ccc3c(c2)OCO3)CC1 (configuration not stated),.,.,12,.,.,-2,4,1,4
O=C(c1ccc(Cl)cc1Cl)c1ncc(C(F)(F)F)cc1Cl,0,-1,5,1.6,-2,4,6,-3,5
COc1ccc(S(=O)(=O)N2CCC(C(=O)NCCC(=O)NC3CC3)CC2)cc1,5,6,3,0.0,4,-4,0,-6,-2
CCN(CC)C(=O)C(=O)c1cccn1-c1c(Cl)cccc1C#N,4,6,3,-0.6,-1,5,3,-3,3
c1cc2c(cc1NC1CCCCCC1)OCO2,4,6,-3,-1.2,-5,2,34*,-1,47*
COC(=O)c1cc(C(=O)N2CCN(C(=O)c3ccco3)CC2)cc([N+](=O)[O-])c1,-1,9,4,3.5,-1,0,-1,2,2
COC(=O)COc1ccc(S(=O)(=O)NCC2CCCO2)cc1Cl (configuration not stated),1,1,1,-0.3,6,4,-3,2,-8
O=C1NC2(CCCCC2)N(C(=O)c2ccccc2)C2=C1CCCC2,3,-5,6,1.2,-1,1,2,-4,-3
CN(C)S(=O)(=O)c1ccc(C(=O)NCc2nc3ccccc3s2)cc1,1,-1,2,-0.5,2,2,5,-2,-5
COc1ccc(-c2cc(C3CC3)nc(N)c2C#N)cc1,3,0,3,0.5,2,1,1,1,-1
Cc1cccc(NC(=O)c2cnc3n(c2=O)CCS3)c1,1,0,0,0.2,0,-1,-2,-2,3
CCc1ccccc1NC(=O)c1cc(=O)c2ccccc2o1,-4,0,0,0.5,-4,1,5,-2,-2
COc1cccc(NC(=O)CCC(=O)Nc2cccc(OC)c2)c1,3,-1,-6,1.5,-4,-2,6,-5,7
COc1cc([N+](=O)[O-])ccc1N1C(=O)C2C3C=CC(C4CC34)C2C1=O (configuration not stated),2,-4,4,1.6,-3,-5,-2,-3,2
COc1cc(C2C3C(=O)N(c4ccc(F)cc4)C(=O)C3ON2c2ccccc2)ccc1O (configuration not stated),3,2,0,-1.7,2,0,5,-8,-4
CC1CC1C(=O)N1CCN(S(=O)(=O)c2cc(C(F)(F)F)cc(C(F)(F)F)c2)CC1 (configuration not stated),.,.,-4,.,.,-8,1,5,-5
Cn1c(=O)c2c(nc(NCCCO)n2C/C=C/c2ccccc2)n(C)c1=O,5,0,5,-0.2,-8,0,11,-1,2
CCc1ccc(CN(C)C(=O)CCc2nnc(CCc3ccccc3OC)o2)nc1,-1,4,3,1.3,0,6,0,-6,-2
Cc1ccc2c(CN3CCCCC3C)cc(=O)oc2c1 (configuration not stated),0,-2,0,1.8,-1,-6,8,-6,1
O=C(Cn1ccc2ccccc2c1=O)NCCC(=O)N1CCN(C2CCCCC2)CC1,3,5,0,-0.9,-4,2,6,3,2
C=CCCC(=O)N1CCCC(C(=O)c2cccc(OC)c2)C1 (configuration not stated),2,-1,-2,2.7,1,-4,-2,7,2
Nc1nonc1C(=O)NCCNC(=O)c1ccc(Cl)c(Cl)c1,-4,8,-3,-2.4,-2,5,4,-1,0
CC1(C)c2ccccc2N2CC(=O)N(CC(N)=O)C21C (configuration not stated),-123,-71,-157,7.7,-36,85*,97*,-89,106*
CC(C)c1ccc(S(=O)(=O)N2CCN(C(=O)n3ccnc3)CC2)cc1,.,.,6,.,.,3,3,-1,3
CC(NC(=S)Nc1ccc(S(N)(=O)=O)cc1)c1ccc2c(c1)OCO2 (configuration not stated),0,6,-4,-1.2,-3,6,11,-1,15
Cc1cc(C)n(C(=O)c2nn(C)c(C)c2[N+](=O)[O-])n1,1,1,-4,0.0,3,2,-1,-2,-1
CCN(c1ccccc1)S(=O)(=O)c1cc(C(=O)Nc2cccc(Cl)c2)ccc1F,-43,-16,-83,0.3,0,2,9,2,2
Cc1cnc(NC(=O)CSc2nnc(C)n2N)s1,-1,4,-2,2.2,1,1,2,-1,-11
COc1cc(/C=C/c2nc3ccccc3c(=O)[nH]2)cc(OC)c1OC,3,-3,-2,6.5,-1,4,4,-5,-4
O=C(NC1CCN(C(=O)Nc2ccccc2Cl)CC1)c1cccc(F)c1,1,5,3,1.0,-5,4,5,2,-2
COc1ccc(S(=O)(=O)NCC2CCC(C(=O)O)CC2)cc1 (configuration not stated),-1,2,-1,-0.3,1,2,1,3,-1
COc1ccc(OCc2nnc(SCC(=O)N(C)Cc3ccccc3)n2N)cc1,0,-2,8,-1.7,-4,-3,7,-1,5
CC1CCCN(c2sc(S(C)(=O)=O)nc2S(=O)(=O)c2ccc(Cl)cc2)C1 (configuration not stated),-1,3,7,2.1,-2,2,-3,-3,-3
CC(=O)c1cccc(NC(=O)CCc2nnc3ccc(N4CCOCC4)nn23)c1,-3,10,-2,0.4,0,6,0,-5,3
COc1ccc(C(=O)NCc2nnc(SCC(=O)N3CCCCC3)o2)cc1OC,1,0,-1,-1.2,-2,-4,-4,0,-3

# 3 of the entries above in order of the Bcl-xL primary value, low to high:
Structure	PME-1 primary	MEX-5 binding	TPT1 inhibitor	GLD-1 TGE inh	Bcl-xL primary	PAD4 inh	MCL1-BIM inh
Cc1ccc(NC(=O)CSc2nc(=O)n(CCCN3CCOCC3)c3c2CCCC3)c(C)c1	-2	-0.7	66*	-23	-15	-6	-38
Cc1cccc(NC(=O)c2cnc3n(c2=O)CCS3)c1	0	0.2	0	-1	-2	-2	3
O=C1NC2(CCCCC2)N(C(=O)c2ccccc2)C2=C1CCCC2	6	1.2	-1	1	2	-4	-3

# Additional results follow:
SMILES,Fam108B counter,GSTO1 counter,PME-1 primary,MEX-5 binding,TPT1 inhibitor,GLD-1 TGE inh,Bcl-xL primary,PAD4 inh,MCL1-BIM inh
O=[N+]([O-])c1c(NCCCO)cc(SCc2ccco2)c2nonc12,7,35*,-2,-5.6,-2,5,31*,6,59*
COC(=O)CCC(=O)OC1(C)C(=O)C=C2C=C(C3CC3)N(Cc3ccco3)C=C2C1=O (configuration not stated),-2,38*,5,-13,-8,15,37*,-3,42*
CCCCC(CC)CNC(=O)C(=O)C1C(=O)Nc2ccccc21 (configuration not stated),6,1,5,1.2,-2,1,2,3,7
CCc1ccc(-c2cc(-c3n[nH]c(=S)n3CC)c3ccccc3n2)cc1,-3,0,2,2.9,2,5,-5,-3,-8
COCCNC(=O)c1onc(CSc2ccccc2C)c1C(=O)O,-2,9,-2,0.8,-3,-2,7,-1,10
Cc1ccnc(NC(=O)CC(NC(=O)c2ccccc2Cl)c2ccccc2)c1 (configuration not stated),-4,2,-2,0.6,-3,11,2,-1,3
C=C1CCC[C@]2(C)C[C@H]3OC(=O)C(CNC(C)CC)[C@H]3CC12 (some centres not stated),1,-5,0,1.0,-4,3,0,6,2
COc1ccc(C2(O)CCN(CC(=O)Nc3nccs3)CC2)c(OC)c1,0,-3,0,1.1,1,2,-3,-3,-3
CC1CCN(S(=O)(=O)c2cccc(C(=O)N3CCN(c4ccc(F)cc4)CC3)c2)CC1,4,-1,3,-1.3,3,-3,2,1,2
COc1ccc(/C=N\NC(=O)c2ccccc2Br)cc1COc1ccccc1,0,1,0,0.2,-3,-1,6,-1,7
COc1ccc(NC(=O)CSc2nnc(NC(=O)c3ccco3)s2)cc1,0,-5,0,1.8,-4,3,5,-5,4
COc1cccc(S(=O)(=O)Nc2ccc(C(=O)N3CCN(C(=O)c4ccco4)CC3)cc2)c1,-2,2,3,-1.9,-3,-3,4,-1,5
CCCC(C(=O)Nc1nccs1)c1ccccc1 (configuration not stated),5,-3,2,-0.2,3,7,7,3,4
CN(C1=NS(=O)(=O)c2ccccc21)c1ccc(OC(=O)c2ccncc2)cc1,1,1,0,-0.1,1,5,4,-2,5
O=C(c1oc(=O)c2ccccc2c1-c1ccccc1)N1CCOCC1,2,10,-4,0.2,-3,-3,-2,1,4
O=C(Cc1ccccc1)Nc1ccccc1Sc1ccccc1,-5,1,-3,0.4,1,4,4,1,-2
COc1cccc(C2/C(=C(/O)c3ccc(C)cc3)C(=O)C(=O)N2Cc2ccco2)c1 (configuration not stated),-4,9,-3,0.2,0,4,3,0,8
Nc1nnnn1/N=C/c1ccccc1O,4,0,-6,0.1,-3,5,4,-3,4
COc1ccc(S(=O)(=O)N2CC(C(=O)O)Oc3ccc(CC(=O)O)cc32)cc1 (configuration not stated),2,7,-2,0.2,2,4,-1,0,7
O=C(NCCCN1CCCC1=O)Nc1ccc(Cl)cc1,1,12,-6,2.0,-1,2,1,0,14
Cc1cc(C(=O)CN2C(=O)NC3(CCCCC3)C2=O)c(C)n1-c1ccc2c(c1)OCO2,-1,0,1,1.3,3,3,1,-6,2
COc1ccccc1NC(=O)COc1coc(CN2CCN(c3ccccc3)CC2)cc1=O,-3,8,2,-0.6,0,-1,6,-4,3
CSc1n[nH]c(N)c1S(=O)(=O)c1ccc(Cl)cc1,5,5,0,2.2,-8,3,5,-7,2
N=c1n(Cc2ccccc2)c2ccccc2n1CC(O)c1ccccc1 (configuration not stated),2,7,1,-0.9,-2,0,2,-4,5
CCOC(=O)/C=C/c1cnn(-c2ccccc2)c1,3,4,7,1.9,2,0,-1,-4,-2
CC(=O)Nc1ccc(/C=C(\C#N)C(N)=O)cc1,-2,-9,2,-0.3,3,3,0,0,4
Cn1c(NC(=O)C2CC2)cc(=O)n(C)c1=O,-3,-1,-7,-0.3,-2,-1,-5,-9,-9
O=[N+]([O-])c1cccc2ccc(/C=C/c3ccc(Cl)cc3)nc12,3,-7,-6,1.6,4,5,-1,2,-6
O=C(O)CC1(CC(=O)Nc2ccc(Cl)cc2C(=O)c2ccccc2)CCCC1,-4,2,-4,5.6,2,-8,6,-2,0
CSC1=NCCN1CCOc1ccccc1,8,10,0,2.3,-3,5,-10,-3,-19
O=Nc1c(O)n(Cc2cccc(C(F)(F)F)c2)c2ccccc12,-22,0,-44,2.9,0,4,4,-1,1

# Only part of the results is shown. The share of hits here may be higher or lower than overall.
